High-throughput results from PubChem.
MPTP block – inhibitors of mitochondrial permeability transition pore; isolated mouse mitochondria, Ca2+ swelling absorbance, 30 min; inhibition, % at 10 µM; hit rate 1.4% among 360,000;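 active = inhibition of 50% or more, scaled per plate between neutral and stimulator controls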;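 also: 0% = DMSO wells given calcium and 100% = 1 mM EGTA wells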
CCR6 antag – antagonists of human CCR6 receptor | inhibition, % at 20 µM | CHO-K1 CCR6 PathHunter beta-arrestin, luminescence, CCL20-stimulated | hit rate 0.49% among 340,000;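 active = compounds whose inhibition of the agonist-driven luminescence signal at 20 µM reaches about 50%, limit read from the data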;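 also: cells stimulated with CCL20 at 14 nM final; plate controls were DMSO with CCL20 for no effect and DMSO without agonist for full effect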
CXCR6 block – inhibitors of human CXCR6 receptor; CHO-K1 PathHunter CXCR6 beta-arrestin, luminescence; inhibition, % at 20 µM; hit rate 0.36% among 360,000; AID 602244; in the data active = inhibition above about 34%, passing the limit was not always enough;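 also: antagonist mode with CXCL16 agonist at 10 nM final; 0% = 10 nM CXCL16 with DMSO and 100% = unstimulated wells without agonist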
Target sequence (O00574 whole entry, looked up): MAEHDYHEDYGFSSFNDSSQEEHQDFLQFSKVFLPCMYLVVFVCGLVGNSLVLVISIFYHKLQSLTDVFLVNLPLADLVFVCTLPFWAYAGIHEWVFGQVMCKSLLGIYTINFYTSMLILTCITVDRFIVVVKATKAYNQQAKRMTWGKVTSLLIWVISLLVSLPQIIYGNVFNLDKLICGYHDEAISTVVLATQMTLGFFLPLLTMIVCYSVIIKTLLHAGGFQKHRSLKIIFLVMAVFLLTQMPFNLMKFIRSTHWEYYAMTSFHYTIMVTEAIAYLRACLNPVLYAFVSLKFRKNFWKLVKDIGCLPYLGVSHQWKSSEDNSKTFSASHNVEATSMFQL
APOBEC3A inh – human APOBEC3A DNA deaminase inhibition. P31941. recombinant A3A, FAM/TAMRA ssDNA deamination fluorescence. inhibition, % at 20 µM. hit rate 0.41% among 330,000. AID 493011;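 active = at least 40% inhibition at 20 µM here, with at most 30% in a related deaminase screen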;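 also: plate controls were A3A with DMSO for no effect and wells lacking A3A enzyme for full effect; some results filed as inactive read as strong as hits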
Target sequence (P31941 whole entry, looked up): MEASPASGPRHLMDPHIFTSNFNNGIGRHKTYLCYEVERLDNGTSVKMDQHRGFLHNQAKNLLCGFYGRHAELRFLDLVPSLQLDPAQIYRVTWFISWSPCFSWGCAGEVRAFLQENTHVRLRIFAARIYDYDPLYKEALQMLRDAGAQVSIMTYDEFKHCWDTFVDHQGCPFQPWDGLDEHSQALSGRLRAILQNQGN
Gli-Sufu antag – blocks Gli-Sufu signaling in a luciferase reporter; Sufu-KO-LIGHT fibroblasts, Gli luciferase reporter luminescence; inhibition, % at 5 µM; hit rate 0.74% among 340,000;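 active = inhibition above about 55%, limit read from the data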;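 also: 0% = DMSO-treated cells and 100% = wells with medium but no cells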
EBI2 antag – antagonists of human EBI2 receptor | P32249 | EBI2 beta-arrestin recruitment, luminescence, 7a,25-OHC stimulated | inhibition, % at 5 µM | hit rate 0.81% among 360,000 | AID 651636; in the data active = inhibition above about 38%;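 also: enzyme fragment complementation signal reports receptor beta-arrestin coupling in cells; 0% = agonist plus DMSO wells and 100% = wells without agonist; some results beyond the cut were filed as inactive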
APOBEC3G inh – inhibitors of human APOBEC3G DNA deaminase; recombinant A3G, ssDNA deamination FAM/TAMRA fluorescence; hit rate 0.28% among 330,000; Q9HC16; inhibition, % at 20 µM;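 active = inhibition of at least 40% at 20 µM, with no more than 30% in the related APOBEC3A deaminase screen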;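 also: plate controls were DMSO wells with A3G for no effect and wells lacking A3G enzyme for full effect; some compounds called inactive have numbers as strong as hits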
Target sequence (Q9HC16 whole entry, looked up): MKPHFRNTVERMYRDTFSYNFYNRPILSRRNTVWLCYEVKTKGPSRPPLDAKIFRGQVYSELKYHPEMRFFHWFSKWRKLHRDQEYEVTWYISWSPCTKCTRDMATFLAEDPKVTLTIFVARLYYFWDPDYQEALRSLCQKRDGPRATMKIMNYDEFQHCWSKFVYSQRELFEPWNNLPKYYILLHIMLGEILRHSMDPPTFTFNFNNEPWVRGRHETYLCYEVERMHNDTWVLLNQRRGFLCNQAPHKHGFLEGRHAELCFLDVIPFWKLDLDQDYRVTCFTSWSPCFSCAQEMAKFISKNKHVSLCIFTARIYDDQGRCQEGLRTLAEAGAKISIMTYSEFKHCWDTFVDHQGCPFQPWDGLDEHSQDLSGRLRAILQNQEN
GRIN3A LBD mod – modulates the human NR3A ligand-binding domain; NR3A LBD differential scanning fluorimetry, Tm shift; 0% = protein alone, 100% = glycine-bound protein; Tm shift relative to glycine control, % at 25 µM; hit rate 2.5% among 340,000;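 active = melting temperature shift of at least 10% of the positive control shift, at one fixed dose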
Starred values were filed as active, the others as inactive; · = not tested or not shown.

Values run as follows: Gli-Sufu antag | APOBEC3A inh | CCR6 antag | APOBEC3G inh | EBI2 antag | MPTP block | CXCR6 block | GRIN3A LBD mod
> CS(=O)(=O)Nc1ccccc1C(=O)Nc1cc(Cl)cc(Cl)c1
 : 45.5 | -0.2 | -2.4 | -6.5 | -5.5 | 97.3* | -15.8 | 8.7
> CCN(CC)S(=O)(=O)N1CCC(C(=O)NCCN2CCOCC2)CC1
 : 4.1 | 1.7 | -10.7 | -1.2 | -7.2 | -0.6 | 5.2 | -0.8
> CCCCCC(=O)NNC(=S)NC(C)=O
 : -4.8 | 0.1 | 6.3 | 8.6 | -5.9 | -1.6 | 2.0 | -1.2
> O=C(COCc1cc(-c2ccc3c(c2)OCO3)on1)Nc1cccnc1Cl
 : -10.8 | 0.2 | -0.2 | -2.1 | -11.8 | 1.1 | 6.7 | -1.6
> CCOC(=O)c1ccccc1NC(=O)c1ccc2c(SCC(=O)O)c3c(nc2c1)CCCC3
 : 10.0 | -6.9 | 8.5 | -5.2 | -2.2 | -1.2 | 1.9 | -1.9
> C#CCN(Cc1ccco1)C(=O)c1ccc(OC2CCN(Cc3ccccn3)CC2)cc1
 : 44.6 | -1.8 | -1.0 | 0.1 | -5.6 | -0.2 | 1.5 | -6.7
> CCCn1cc(SCC(=O)Nc2nnc(C)s2)c2ccccc21
 : 7.1 | -1.6 | -4.3 | -0.8 | -8.7 | -3.4 | 1.2 | -0.4
> CC(Oc1ccc(Cl)cc1)C(=O)N/N=C/c1ccsc1 (centres undefined)
 : -3.0 | 4.2 | 13.2 | -0.7 | 13.7 | -0.5 | -7.6 | -2.7
> Cc1c(C(=O)NCc2cccnc2)sc2ncn(CC(=O)N3CCCCC3C)c(=O)c12 (centres undefined)
 : -4.4 | · | -6.0 | · | -1.0 | -0.8 | -1.0 | -1.4
> Cc1c(C(=O)NCC(c2ccco2)N2CCCC2)oc2ccc(Cl)cc12 (centres undefined)
 : 16.9 | 1.3 | 16.9 | 2.6 | 5.1 | -1.3 | -4.6 | -2.2
> COc1ccccc1CNS(=O)(=O)c1cc2c3c(c1)CCC(=O)N3CCC2
 : 19.1 | -2.0 | 10.6 | -13.6 | -1.6 | 0.4 | -0.3 | -1.2
> CCS(=O)(=O)c1ccc(-c2csc(-c3ccc(Cl)cc3)n2)c(Cl)c1Cl
 : -7.0 | 1.6 | -1.1 | 0.2 | 35.7 | 5.5 | 5.2 | -0.3
> COc1ccc2[nH]c3c(c2c1)CCNC3C1CC=C(C)CC1 (centres undefined)
 : 16.6 | 0.2 | -7.0 | -8.6 | -1.2 | -0.2 | -7.0 | -1.4
> Cn1nc(C(F)(F)F)c2cc(NC(=O)OCC(C)(C)C)sc21
 : 3.0 | -3.1 | 9.7 | -6.1 | -1.4 | 0.5 | 5.8 | -2.7
> CC(=O)CCS(=O)(=O)c1ccc(NC(C)=O)cc1
 : 10.6 | -1.0 | 8.2 | -1.6 | -9.0 | -0.1 | -8.5 | 0.8
> CC(C)(C)CC(=O)Nc1ccc(S(=O)(=O)N2CCCC2)cc1
 : -11.3 | 1.0 | 14.2 | -4.5 | -5.1 | 0.5 | -0.9 | 1.3
> CCOC(=O)C(C(=O)Nc1nc2ccccc2s1)C1CCCCC1 (centres undefined)
 : 5.5 | 1.0 | 0.9 | 0.6 | 17.0 | 4.1 | -0.5 | -6.4
> CCOC(=O)c1c(NC(=O)CC)sc(C(=O)N2CCCCC2)c1C
 : 7.3 | 3.8 | 17.8 | -5.2 | -10.5 | -0.7 | 1.8 | -8.0
> CC(NC(=O)COC(=O)c1nc(Cl)ccc1Cl)c1ccccc1 (centres undefined)
 : 5.8 | -1.1 | 5.0 | -3.7 | 0.6 | -0.9 | -1.2 | -3.5
> CCN(CC)S(=O)(=O)c1ccc2c(c1)nc(SCc1nc3ccsc3c(=O)[nH]1)n2CC
 : 4.4 | -2.2 | 7.7 | -3.3 | 3.1 | -0.2 | -8.4 | 3.0
> CCOc1ccc(-c2c(=O)n(OCc3ccccc3Br)c3ccccc3[n+]2[O-])c(OCC)c1
 : 3.0 | 1.1 | -3.6 | -6.6 | 9.8 | -1.8 | 9.1 | -4.4
> Cc1cc(C(=O)Nc2cccc3c2O[C@@H](CN(C)S(C)(=O)=O)[C@H](C)CN([C@@H](C)CO)C3=O)n(C)n1
 : -0.6 | -5.3 | -12.1 | -5.3 | 2.6 | -0.5 | 1.2 | 2.7
> COc1ccc(OCCOC(=O)C(C)NS(=O)(=O)c2ccc(NC(C)=O)cc2)cc1 (centres undefined)
 : -3.3 | -5.0 | 0.6 | -0.8 | 2.5 | 0.2 | 7.8 | 1.8
> CC(C)c1ccccc1NC(=S)NCC1(N(C)C)CCCCC1
 : 14.8 | -1.3 | 7.3 | -7.0 | -4.7 | 1.5 | 7.7 | -0.6
> COc1ccc(N2C(=O)Cc3ccccc3C2=O)cc1
 : 5.0 | -3.3 | 8.9 | -8.4 | -14.2 | -0.6 | -7.4 | -0.7
> CCc1cc2c(=O)n(-c3ccc(Br)cc3)cnc2s1
 : -50.7 | -1.3 | 1.0 | -7.5 | -0.2 | -1.3 | -3.9 | -1.3
> CCSc1nnc(NC(=O)[C@@H](NC(=O)c2ccccc2F)C(C)C)s1
 : -6.0 | -3.2 | 9.9 | 1.9 | 4.2 | 1.3 | 0.4 | 1.9
> COc1ccccc1OCC(=O)Nc1ccc(S(=O)(=O)Nc2cc(C)nc(C)n2)cc1
 : 0.6 | -2.5 | 7.0 | -7.4 | -4.5 | 0.3 | 16.1 | -0.2
> COc1ccc(CN(C)C(=O)C2CSC3(C)CCC(=O)N23)cc1OC (centres undefined)
 : -5.1 | 0.5 | 4.7 | -4.9 | -6.4 | 0.0 | -1.4 | 0.3
> CC(=O)Nc1ccc(C2=CC(=O)C[C@H](c3ccc4c(c3)OCO4)C2)cc1
 : 6.7 | 1.2 | 26.4 | 3.7 | 19.1 | -1.6 | 11.6 | -16.1
> COc1ccc(/C=N\NC(=O)c2sc(N)nc2C)cc1OC
 : 7.9 | -1.3 | -14.2 | -3.2 | -24.3 | 0.4 | -1.2 | -14.6
> N#CC1=C(N)OC2=C(C(=O)CCC2)C1c1ccncc1 (centres undefined)
 : 5.4 | 2.4 | 0.3 | -2.4 | 7.0 | 2.7 | -6.6 | 0.5
> CSc1nc2nc(C)cc(-c3ccccc3)n2n1
 : -12.2 | -0.2 | 4.0 | -1.3 | -10.1 | -9.2 | -6.9 | -1.4
> COc1ccc2cc(C3=CCCC3(C)C(=O)O)ccc2c1 (centres undefined)
 : -5.0 | · | 0.7 | · | -17.1 | -0.4 | 4.1 | -7.3
> O=C(NCCCN1CCN(Cc2ccccc2)CC1)c1nnc(Cc2c(F)cccc2Cl)o1
 : 3.1 | -1.3 | -0.2 | -5.1 | 0.1 | 1.1 | 2.2 | -0.6
> Cc1ccc(S(=O)(=O)N2CCC(C(=O)OCc3ccc([N+](=O)[O-])cc3)CC2)cc1
 : -3.4 | 0.5 | 16.1 | -4.8 | 16.4 | 1.0 | -5.6 | -0.2
> O=C(Cc1ccccc1F)Nc1nc(-c2cccnc2)cs1
 : -18.6 | -5.8 | 17.4 | -9.8 | -3.9 | 1.8 | -6.1 | -2.5
> Nc1ccc(-c2cnc(N)c(C(=O)c3cccnc3)n2)cn1
 : -14.2 | · | -1.4 | · | -9.1 | -0.4 | -4.9 | 2.0
> O=S(=O)(NCCCCCNS(=O)(=O)c1c(F)cccc1F)c1ccc2c(c1)OCCO2
 : -22.8 | 1.7 | 0.7 | -3.2 | 0.0 | 0.4 | -9.2 | 1.4
> Cc1cccc(NC(=O)NCCc2c[nH]c3ccccc23)c1
 : 59.6* | -5.6 | -0.1 | -4.8 | 30.6 | 4.1 | -2.5 | 8.5
> S=c1[nH]nc(-c2cccnc2)n1/N=C/c1ccc(Br)s1
 : -2.1 | -5.1 | 10.9 | 36.9 | 0.2 | -11.5 | 20.5 | 3.7
> Cc1csc(SC(C)C(=O)NCc2ccc3c(c2)OCO3)n1 (centres undefined)
 : -0.1 | -2.3 | 5.8 | -5.1 | 2.7 | -2.0 | 0.2 | -0.3
> O=C(CCC1CCCCC1)NNC(=O)NC12CC3CC(CC(C3)C1)C2
 : 2.0 | -6.2 | 6.0 | -8.8 | 7.5 | 0.8 | 2.4 | -1.5
> COC(=O)c1ccccc1NC(=O)CSc1nc(Nc2ccccc2)nc(N2CCOCC2)n1
 : 6.6 | 1.5 | -6.7 | -2.3 | 11.3 | -0.7 | 5.6 | -1.7
> CCC1=[N+](CC(=O)c2ccc(C)cc2)CCn2c(C)ccc21
 : 23.2 | -3.2 | 10.1 | -1.5 | -5.6 | 0.9 | -5.5 | -2.9
> N#CC1=C(S)N(c2ccc(F)cc2)C(c2ccco2)NC1=O (centres undefined)
 : 5.6 | 0.4 | 5.4 | -16.4 | 20.2 | -1.8 | 5.8 | 1.5
> O=[N+]([O-])c1ccc(Sc2cc[n+]([O-])c3ccccc23)c([N+](=O)[O-])c1
 : -1.1 | -7.9 | -20.4 | -2.4 | -15.2 | 3.9 | -22.6 | -1.3
> Cc1c(CCCC(=O)O)sc(N)c1C(=O)c1cccc(C(F)(F)F)c1
 : -30.4 | -4.5 | -4.3 | -6.4 | 0.0 | -0.7 | -11.9 | 0.8
> Cc1nnc(SCC(=O)NCc2ccccc2)n1-c1ccccc1
 : 0.5 | 0.2 | -4.9 | -3.3 | -3.5 | 0.9 | -14.0 | -7.2
> O=C(CSc1nc2ccccc2c(=O)n1-c1ccccc1)NCc1ccc2c(c1)OCO2
 : -3.8 | 3.5 | 2.5 | -5.4 | 1.0 | 0.2 | 12.5 | 0.3
> COc1ccc2c(c1)c1ccc3c(c1n2C)C(=O)C=CC3=O
 : -3.8 | -6.0 | 106.1* | 5.8 | 0.2 | 3.8 | 78.8* | -5.4
> CSc1ncccc1C(=O)OCC(=O)N1CC2(C)CC1CC(C)(C)C2 (centres undefined)
 : 1.9 | 2.5 | 10.1 | -0.2 | 3.8 | -1.0 | 5.3 | 1.8
> O=S(=O)(Cc1ccccc1)N1CCCC1
 : 1.4 | 1.5 | -22.2 | -5.2 | 0.3 | -4.5 | 7.6 | -0.1
> COc1cc(/C=C2\SC(=S)N(CC(=O)Nc3ccccn3)C2=O)cc(OC)c1OC
 : 1.2 | 1.0 | 10.3 | -6.5 | -3.4 | 2.1 | -1.7 | 1.6
> COCCNC(=O)Cn1c(=O)n(Cc2ccc(C(=O)NCc3ccco3)cc2)c(=O)c2ccccc21
 : 3.5 | -0.6 | -8.8 | -2.3 | -5.2 | 0.4 | 0.2 | -1.5
> CC1Sc2ccc(S(=O)(=O)CCC(=O)NCc3ccccc3Cl)cc2NC1=O (centres undefined)
 : 23.7 | -4.4 | -19.5 | -4.0 | -5.8 | -1.5 | -1.7 | 1.6
